SIRT5 block = inhibitors of human sirtuin-5 desuccinylase; Purified SirT5, succinyl-peptide AMC, trypsin-coupled fluorescence; AID 652115; inhibition, % at 15 µM; Q9NXA8; 1.1% of 330,000 active; in the data active means inhibition above about 15%
Target sequence (Q9NXA8 whole entry, looked up): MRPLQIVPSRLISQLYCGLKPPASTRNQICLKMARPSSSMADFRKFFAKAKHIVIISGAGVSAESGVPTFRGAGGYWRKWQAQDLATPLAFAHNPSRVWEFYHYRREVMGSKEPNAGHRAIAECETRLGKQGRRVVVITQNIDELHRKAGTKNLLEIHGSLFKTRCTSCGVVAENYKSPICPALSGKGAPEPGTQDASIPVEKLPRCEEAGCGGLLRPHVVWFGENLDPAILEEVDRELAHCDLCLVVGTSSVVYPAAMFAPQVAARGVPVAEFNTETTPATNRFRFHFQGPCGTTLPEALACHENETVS
C2C12 statin = suppressors of simvastatin-induced myotoxicity in C2C12 myotubes; ATP luminescence, 48 h; scaled: DMSO 0, geranylgeraniol control 100; rescue of ATP level, % at 7.49 µM; 0.78% of 330,000 active; AID 602340;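 active means mean ATP rescue above about 67%, or every replicate alone reaching that limit, limit read from the data, passing the limit was not always enough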;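 further: myotubes were challenged with 10 µM simvastatin during compound exposure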
FN deposition inh = fibronectin deposition inhibition; AH1F fibroblasts, Alexa488-fibronectin deposition fluorescence, overnight; inhibition, % at 12.6 µM; 0.086% of 350,000 active; AID 743247;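 active means mean inhibition across replicates of 30% or more, regardless of how many single replicates reach that level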;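 further: positive control wells lacked labelled fibronectin entirely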
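Material: AH1F fibroblast monolayer depositing Alexa488-labelled fibronectin into matrix / Amount: 10000 AH1F cells per well / Signal: fluorescence 485/525 nm / Medium: DMEM, 2% serum / Compound: single dose, pinned / Incubation: 1 h cell adhesion before compound, then overnight fibronectin incubation / Reagent: Alexa488-FN, 24 nM final / Read-out: inhibition of fibronectin deposition signal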
Casp6 inh = inhibitors of human caspase-6. P55212. purified caspase-6, Z-VEID-R110 cleavage fluorescence. inhibition, % at 12.5 µM. 0.53% of 350,000 active;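 active means mean inhibition across replicates at least about 35%, with every replicate also reaching that limit, limit read from the data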;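 further: 0% = median of neutral control wells and 100% = no fluorescence left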
Target sequence (P55212 24-179 limits assumed): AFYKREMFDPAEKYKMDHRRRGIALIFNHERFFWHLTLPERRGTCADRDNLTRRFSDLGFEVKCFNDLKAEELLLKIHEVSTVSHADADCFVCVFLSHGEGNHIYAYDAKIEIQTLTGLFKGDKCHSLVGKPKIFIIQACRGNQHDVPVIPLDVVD
Target sequence (P55212 194-293 limits assumed): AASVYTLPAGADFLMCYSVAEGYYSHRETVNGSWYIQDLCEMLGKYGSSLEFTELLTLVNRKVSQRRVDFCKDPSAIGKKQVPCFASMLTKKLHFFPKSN
LGR2 antag = blocks bursicon-induced cAMP signaling via Drosophila LGR2. HEK293 LGR2, CRE-luciferase, bursicon-stimulated, 4 h. 0.35% of 380,000 active. inhibition, % at 9.99 µM;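 active means drop in luminescence signal, shown as inhibition above about 50% in the replicate tests, limit read from the data, passing the limit was not always enough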;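 further: agonist challenge used bursicon conditioned medium at about half maximal strength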
esBAF inh = blocks esBAF chromatin remodeling in mouse ES cells; Bmi1-luciferase knock-in reporter, 24 h; 100% = twice the neutral-well signal; reporter increase, % at 12.5 µM; 2% of 350,000 active; AID 602393; in the data active means activation above about 40%;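 further: 0% = median of the plate's neutral control wells and 100% = double that signal; a rise in the Bmi1 reporter signal indicates esBAF inhibition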
S100A4 MyoIIA = blocks human S100A4 binding to myosin IIA peptide; 0.14% of 360,000 active; AID 652163; inhibition, % at 10.7 µM; P26447; S100A4/TAMRA-MyoIIA peptide fluorescence polarization;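 active means mean inhibition of at least 70% across replicates, with every replicate also reaching that level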
Target sequence (P26447 whole entry, looked up): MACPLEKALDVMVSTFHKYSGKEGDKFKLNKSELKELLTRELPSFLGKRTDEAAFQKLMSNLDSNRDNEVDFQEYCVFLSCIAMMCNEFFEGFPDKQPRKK
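Assay system: human S100A4 monomer with TAMRA-labelled myosin IIA peptide / Buffer or medium: Calcium-containing HEPES buffer, pH 7.2 / Reagent: TAMRA-labelled myosin IIA heavy-chain peptide probe, 5 nM / Compound: one dose per compound / Timing: polarization read 5 min after assay mix addition, stable 5–60 min / Benchmarks: neutral control DMSO, positive control TFP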
* = called active by the depositor; nt = not tested or not shown; & = joins results of further samples. The list is partial; count on the stated rates, not on these rows.

The line under a structure holds: SIRT5 block, C2C12 statin, FN deposition inh, Casp6 inh, LGR2 antag, esBAF inh, S100A4 MyoIIA
CCN(C(=O)COC(=O)CNS(=O)(=O)c1ccc(C)cc1)C1CCS(=O)(=O)C1 (stereo not drawn)
→ 4, -2, 5, 2, -11, -3, 1
C[C@H](NC(=O)C[C@H]1C[C@H]2c3cc(NC(=O)NC4CCCCC4)ccc3O[C@H]2[C@@H](CO)O1)c1ccccc1
→ -1, -4, nt, 0, -8, 4, -65
C[C@@H]1CCCCO[C@@H](CN(C)Cc2ccncc2)[C@@H](C)CN([C@@H](C)CO)C(=O)c2cc(NC(=O)Nc3ccc(C(F)(F)F)cc3)ccc2O1
→ nt, nt, nt, 0, 23, 0, 12
CC(C)NC(=O)c1ccccc1NC(=O)Cc1ccc([N+](=O)[O-])cc1
→ -1, 9, 4, 0, 4, -6, -5
CCOC(=O)c1cn[nH]c1N
→ nt, 1, -16, nt, nt, -4, nt
CN(C(=O)CCCN1C(=O)c2cccc3cccc(c23)C1=O)c1ccccc1
→ -3, nt, 5, 3, 4, nt, 0
O=C(NC(Cc1ccccc1)C(=O)O)/C(=C/c1ccc([N+](=O)[O-])cc1)NC(=O)c1ccco1 (stereo not drawn)
→ 1, 0, -3, 2, 2, 6, 2
COC1OC2COC(c3ccccc3)OC2C(NC(C)=O)C1OC(C)=O (stereo not drawn)
→ nt, nt, 1, -13, -5, nt, -1
O=C(NC[C@@H]1[C@H](c2ccccc2)[C@H](CO)N1C(=O)Cc1cccnc1)C1CC1
→ 0, -9, 1, 0, 4, -2, 3
CCOC(=O)c1nn(-c2ccc(C)c(C)c2)c(=O)c2c(N)scc12
→ nt, 1, -1, nt, nt, 9, nt
CN(C)S(=O)(=O)c1cccc(NC(=O)COC(=O)c2c[nH]c(=O)[nH]c2=O)c1
→ -1, nt, -21, -3, -17, nt, -2
CCOC(=O)N1CCC(NC(=O)c2cc(S(=O)(=O)N3CCc4ccccc43)cn2C)CC1
→ nt, 8, -5, nt, nt, -5, nt
COc1cccc(CNC(=O)CCC2CCCN(C(=O)C3=CC(=O)CC(C)(C)O3)C2)c1 (stereo not drawn)
→ 0, 79*, 10, -1, 0, -1, -3
COc1ccc2c3c([nH]c2c1)[C@@H](CO)N(Cc1nccs1)CC31CN(Cc2nccs2)C1
→ -3, nt, nt, -5, 3, nt, 2
C=C1C(=O)[C@]23C[C@H]1CCC2[C@@]1(C)C(C[C@@H]3O)[C@](C)(C(=O)O)C[C@H](O)[C@@H]1O (stereo partly drawn)
→ nt, -9, 7, 0, 8, -10, -2
CCOC(=O)c1cnc(-n2nc(C)cc2C)nc1Oc1ccc(C#N)cc1
→ -3, -8, -10, 0, -13, -14, 6
CC(=O)c1cccc(NS(=O)(=O)N2CCOCC2)c1
→ -4, 9, 2, 0, 13, -7, -1
CC1CC(C)CN(C(=O)c2cccc(S(=O)(=O)NCc3ccccc3)c2)C1 (stereo not drawn)
→ -3, -10, -1, -1, 2, -2, 22
CC(C)c1ccccc1NC(=S)NCc1nc2ccccc2[nH]1
→ 2, nt, 3, -2, -24, nt, -7
O=C(Cn1nc(C(=O)O)c2ccccc2c1=O)Nc1cccc(S(=O)(=O)N2CCCCCC2)c1
→ nt, nt, 1, -3, -2, nt, 1

Following part
The line under a structure holds: SIRT5 block, C2C12 statin, FN deposition inh, Casp6 inh, LGR2 antag, esBAF inh, S100A4 MyoIIA
CCCC(=O)N1C[C@@H]2[C@H](c3ccccc31)[C@@H](CO)N2C(=O)Nc1ccc(F)cc1
→ 5, 26, 21, -8, -2, 7, 2
O=C(NCc1ccc(F)cc1)c1cc(C2CCCCN2C(=O)c2ccc(Cl)cc2)on1 (stereo not drawn)
→ 0, 3, 0, -2, 22, -5, -15
C[C@H]1CN([C@@H](C)CO)C(=O)Cc2cc(NC(=O)c3ccncc3)ccc2O[C@@H]1CN(C)Cc1ccncc1
→ -1, 15, nt, 2, -7, -2, 2
C[C@H]1CN([C@@H](C)CO)C(=O)c2cc(NC(=O)CCC(F)(F)F)ccc2O[C@H]1CN(C)CC1CC1
→ -3, 3, nt, 0, 8, 4, -2
COc1ccc(N2CCN(C(CNC(=O)C(=O)NCC3CCCO3)c3ccco3)CC2)cc1 (stereo not drawn)
→ -5, 7, -1, -6, nt, -1, -2
CCN(CC)c1ccc(NC(=O)CSc2ccsc2[N+](=O)[O-])c(C)c1
→ nt, -6, nt, nt, 2, 3, nt
CNc1ccc(-c2cc(OC)ccc2OC)cn1
→ nt, 1, -2, -2, 5, 5, -4
CCc1nn(C(C)C(=O)N2CC(C)CC(C)C2)c(=O)c2cc3occc3n12 (stereo not drawn)
→ -1, 14, 3, 2, 13, -1, 1
Cn1c(N)c(C(=O)Nc2ccc3ccccc3c2)sc1=S
→ nt, 16, -6, nt, -82, 39, nt
COc1cc(NS(=O)(=O)c2c(C)oc3c(F)c(F)c(F)c(F)c23)cc(OC)c1OC
→ -1, -2, 1, 8, 14, 1, 5
COc1cc(/C=N/NC(=O)COc2c(C)cc([N+](=O)[O-])cc2C)ccc1OC(=O)c1ccccc1
→ 14, nt, -5, 5, -27, nt, -4
Cc1ccc(S(=O)(=O)N2CCN(C(=O)COC(=O)COc3ccc(Cl)c(C)c3)CC2)c(C)c1
→ -4, 2, 6, -3, 7, -5, 0
CCCNC(=O)[C@@H]1[C@@H](CO)[C@@H]2Cn3c(ccc(C4=CCCC4)c3=O)[C@H]1N2C(C)=O
→ -21, -11, nt, 2, 5, -1, -35
O=C(COC(=O)c1ccccc1NC(=O)c1ccco1)NC1CC1
→ -4, nt, nt, 1, 4, nt, 2
COc1ccc(CC(=O)Nc2nnc(C(C)C)s2)cc1
→ -2, nt, 2, 0, -8, nt, 1
COCCNC(=O)C(c1ccccc1C)N(CCOC)C(=O)Cn1nnc2ccccc21 (stereo not drawn)
→ nt, 22, 8, nt, nt, -6, nt
COc1cc(SC)ccc1C(=O)NCCOc1ccc(F)cc1
→ -3, nt, 7, 1, -108, nt, -1
C[C@H]1CN([C@@H](C)CO)C(=O)c2cc(NC(=O)CCN3CCOCC3)ccc2O[C@@H]1CN(C)Cc1ccc(C(F)(F)F)cc1
→ 2, -5, 2, 0, 1, -1, 2
O=C(Cc1c(F)cccc1Cl)N1CCN(C(=O)c2ccco2)CC1
→ 4, 35, nt, -5, -3, 4, 0
CCCC(=O)Nc1ccc2c(c1)C(=O)N(C)[C@H]1CC[C@H](CC(=O)NCCOC)O[C@@H]1CO2
→ nt, 8, -17, nt, 8, -2, nt

(continued)
The line under a structure holds: SIRT5 block, C2C12 statin, FN deposition inh, Casp6 inh, LGR2 antag, esBAF inh, S100A4 MyoIIA
O=S(=O)(NCC(c1cccnc1)N1CCN(Cc2ccccc2)CC1)c1ccc(F)cc1 (stereo not drawn)
→ 1, nt, 4, -18, 7, nt, 48
C[C@H](CO)N1C[C@H](C)[C@@H](CN(C)C(=O)NC2CCCCC2)Oc2ccc(NS(=O)(=O)c3cn(C)cn3)cc2C1=O
→ 7&0, 0&0, -12&2, -2&-2, 31&-6, -1&1, -1&-3
O=C(CSc1ccsc1[N+](=O)[O-])Nc1cccc(F)c1
→ 1, nt, -10, 41*, 0, nt, 2
Cc1cc(/C=C(/C#N)C(=O)Nc2ccccc2)c(C)n1-c1cccnc1
→ -26, -10, nt, 2, -81, 44*, -2
CC(C)c1ccccc1NCC(=O)N1CCN(Cc2ccccc2)CC1
→ -4, 13, 1, 2, 0, 1, -6
CC1CCCC(NC(=O)C2CC(=O)N(Cc3ccccc3)C2)C1C (stereo not drawn)
→ -3, 1, 3, -122, -1, -5, 0
C/C=C(\C)CN1CCCC(N(C)CCc2ccc(OC)c(OC)c2)C1 (stereo not drawn)
→ 2, -1, -1, -7, 8, -9, 2
O=C1CSC(c2ccccc2[N+](=O)[O-])N1c1ccc(O)cc1 (stereo not drawn)
→ nt, nt, nt, -1, 27, nt, 3
COc1ccc(OC)c(NC(=O)C2CCCN(S(=O)(=O)c3cccc4nonc34)C2)c1 (stereo not drawn)
→ 0, nt, nt, 0, -10, nt, -1
O=C(Nc1ccc(Cl)cc1C(=O)NCc1cccnc1)c1ccc(Cl)cc1Cl
→ -5, 6, -1, 3, 1, -3, -2
COc1cc(C(=O)OCC(=O)Nc2cc(C)on2)c([N+](=O)[O-])cc1OC
→ 1, 2, -20, 4, nt, -4, -10
O=C(N/N=C\c1ccc([N+](=O)[O-])s1)C1COc2ccccc2O1 (stereo not drawn)
→ -2, nt, nt, 5, 11, nt, -1
FC(F)(F)c1ccccc1NC1=NCCC1
→ -3, nt, 6, -4, 3, nt, -22
C[C@@H]1CN([C@H](C)CO)C(=O)Cc2cc(NC(=O)Nc3ccc4c(c3)OCO4)ccc2O[C@H]1CN(C)S(=O)(=O)c1ccc(F)cc1
→ -6, 23, -3, 5, -7, 7, -6
COCC(=O)N1[C@H](CO)[C@@H](c2ccccc2-c2ccccc2F)[C@@H]1C#N
→ -5, nt, -1, -1, -8, nt, -4
O=C(C[n+]1ccccc1)N/N=C/c1ccc(C(=O)O)cc1
→ -2, 1, 17, -41, 8, -3, -2
O=C(c1ccccc1)c1ncc(C(F)(F)F)cc1Cl
→ nt, 3, 5, nt, 19, 2, nt
CCNC(=S)NNC(=O)CC(C)C
→ -4, nt, -11, -9, 11, nt, 11
CCC(=O)N1C[C@@H](C)[C@@H](OC)CN(C)C(=O)c2ccc(NC(=O)c3ccno3)cc2OC[C@@H]1C
→ -2, 4, -11, 0, 16, -3, -50
C/C=C/C(=O)Nc1cccc(C2=NOC3(C2)C[C@@H](C(N)=O)N(C(=O)c2cc([N+](=O)[O-])cc([N+](=O)[O-])c2C)C3)c1 (stereo partly drawn)
→ -4, -4, 2, 5, -7, -1, -4

Reprinted at random: 2 records from the list.
The line under a structure holds: SIRT5 block, C2C12 statin, FN deposition inh, Casp6 inh, LGR2 antag, esBAF inh, S100A4 MyoIIA
O=C(Nc1ccc(Cl)cc1C(=O)NCc1cccnc1)c1ccc(Cl)cc1Cl
→ -5, 6, -1, 3, 1, -3, -2
COc1cc(/C=N/NC(=O)COc2c(C)cc([N+](=O)[O-])cc2C)ccc1OC(=O)c1ccccc1
→ 14, nt, -5, 5, -27, nt, -4

Later entries
The line under a structure holds: SIRT5 block, C2C12 statin, FN deposition inh, Casp6 inh, LGR2 antag, esBAF inh, S100A4 MyoIIA
CC(NC(=O)C1CCN(C(=O)Nc2ccccc2)CC1)c1ccccc1Cl (stereo not drawn)
→ 1, 1, 3, 1, 5, -8, 0
C[C@@H](NC(=O)C[C@H]1CC[C@@H]2[C@H](COC[C@H](O)CN2C(=O)Nc2ccccc2)O1)c1ccccc1
→ 2, 3, -7, -1, 10, 5, 2
CCOC(=O)CSc1nc(N2CCOCC2)c2c(c1C#N)CC(C)(C)N(C)C2
→ nt, -7, 3, nt, nt, -2, nt
COc1cc2c(cc1OC)[C@@H](NC(=O)Cc1ccc(F)cc1)[C@H](OCc1ccccc1)C2
→ -3, 12, -5, -3, 16, -2, 0
C[C@@H]1CCCCO[C@H](CN(C)Cc2ccc(Cl)c(Cl)c2)[C@@H](C)CN([C@@H](C)CO)C(=O)c2cc(NC(=O)c3ccccc3)ccc2O1
→ 6, nt, -1, 3, 13, -4, -4
Cc1ccc(-n2[nH]c(=O)c(-c3ccccn3)c2C)cc1
→ 1, nt, 12, -3, 94*, nt, -2
Cc1ccc([N+](=O)[O-])cc1NC(=O)C(C)NS(=O)(=O)c1ccc(F)cc1 (stereo not drawn)
→ 7, nt, 2, 0, 34, nt, 2
